High-throughput results from PubChem BioAssay.
Tb hexokinase = Trypanosoma brucei hexokinase 1 inhibitors, primary screen, biochemical, G6PDH-coupled NADH absorbance, MLSCN library; hexokinase 1 [Trypanosoma brucei]; recombinant TbHK1, G6PDH-coupled NADH A340; 220,000 tested, 0.11% active; inhibition, % at 10 µM;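 active = inhibition of 50% or more in the single-dose primary screen; inactive = inhibition below 50%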
zVAD death inh = inhibitors of zVAD-triggered necroptosis, primary screen, L929 cells. L929 zVAD necroptosis rescue, ATP luminescence, 24 h; with zVAD 60 µM. viability rescue, % at 10 µM. 220,000 tested, 0.38% active;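 active = activation, scaled between plate controls, above about 75%, limit read from the data; inactive = activation under that limit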;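 note: 0% = zVAD with DMSO and 100% = DMSO alone without zVAD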
Runt-CBFb FRET = inhibitors of RUNX1 Runt–CBFb binding, primary screen, biochemical, FRET, Cerulean-Runt, Venus-CBFb, uHTS; 220,000 tested, 0.46% active; Cerulean-Runt/Venus-CBFb FRET ratio 530/480, 1 h; Runt-related transcription factor 1 (Homo sapiens) + Core-binding factor subunit beta …; AID 1496, 2009; inhibition, % at 20 µM;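 active = inhibition over about 50% at 20 µM in the single-dose screen, limit read from the data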;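 note: 0% = DMSO wells and 100% = excess unlabeled CBFb competitor control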
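Measured by: fluorescence energy transfer, 422 nm excitation, 530/480 nm emission; test system: Cerulean-tagged RUNX1 Runt domain (FRET donor) fusion protein; buffer or medium: Tris pH 7.5 buffer with BSA; compound: one dose, 20 µM compound, 1% DMSO; times: two 1 h room-temperature incubations shielded from light; benchmarks: unlabeled CBFb 5 µM, positive control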
EBV gp42 block = Epstein-Barr virus gp42 inhibitors, primary screen, biochemical, uHTS, fluorescence polarization | 220,000 tested, 0.42% active | Glycoprotein 42 (Epstein-Barr virus (strain AG876)), Q1HVG2 | inhibition, % (tested at 21.74 µM) | Fluorescence polarization binding assay, mP read-out | AID 1085, 2008; in the data active = inhibition above about 50%
Target sequence (Q1HVG2 whole entry, looked up): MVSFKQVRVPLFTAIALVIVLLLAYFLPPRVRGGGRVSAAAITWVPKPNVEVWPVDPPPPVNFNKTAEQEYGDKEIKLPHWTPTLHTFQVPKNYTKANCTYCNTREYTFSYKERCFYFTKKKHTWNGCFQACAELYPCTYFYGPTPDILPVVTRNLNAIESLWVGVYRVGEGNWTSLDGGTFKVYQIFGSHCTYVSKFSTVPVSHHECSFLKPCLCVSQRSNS
Mdm2 ligase inh = MDM2-luciferase reporter signal enhancers, primary screen, MDM2 E3 ligase inhibitor project, cell-based, luminescence, 1536-well | E3 ubiquitin-protein ligase Mdm2 (Homo sapiens), Q00987 | cell-based MDM2 ubiquitination luciferase reporter, 2 h; 0 = plate control, 100 = twice control, blank-subtracted | signal enhancement, % at 5 µM | 210,000 tested, 0.11% active | AID 1230, 2008;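 active = signal enhancement of 30% or more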;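 note: luminescence tracks abundance of the self-degrading MDM2-luciferase fusion protein; higher signal means inhibition of MDM2 E3 ligase activity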
Target sequence (Q00987 whole entry, looked up, the tested form may be a part): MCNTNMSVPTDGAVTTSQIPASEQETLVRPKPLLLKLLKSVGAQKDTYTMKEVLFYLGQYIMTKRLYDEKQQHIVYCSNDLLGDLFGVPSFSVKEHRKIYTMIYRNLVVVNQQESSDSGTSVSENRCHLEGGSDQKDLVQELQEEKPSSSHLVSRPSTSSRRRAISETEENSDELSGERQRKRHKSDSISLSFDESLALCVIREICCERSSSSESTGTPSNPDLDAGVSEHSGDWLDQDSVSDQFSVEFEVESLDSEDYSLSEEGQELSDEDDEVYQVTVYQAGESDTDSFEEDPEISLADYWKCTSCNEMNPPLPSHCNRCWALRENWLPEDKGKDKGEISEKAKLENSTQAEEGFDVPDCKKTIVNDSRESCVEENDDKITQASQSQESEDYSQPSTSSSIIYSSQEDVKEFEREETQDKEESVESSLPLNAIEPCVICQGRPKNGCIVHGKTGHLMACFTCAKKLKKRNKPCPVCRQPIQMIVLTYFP
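Material: stable MDM2–luciferase fusion reporter cells / Quantity: 2000 cells/well / Dosing: single 5 µM compound dose, 0.2% final DMSO / Buffer or medium: DMEM / Schedule: 4 h cell settling then 2 h compound exposure, 37 °C / Detection: luminescence with SteadyLite reagent, 15 min at room temperature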
p47phox inh = p47phox/p22phox peptide binding inhibitors, primary screen, biochemical, uHTS, NADPH oxidase regulatory subunit; fluorescence polarization, 2 h; 220,000 tested, 0.53% active; inhibition, % at 24.7 µM; Neutrophil cytosol factor 1 (Homo sapiens), P14598;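 active = inhibition above about 30%, limit read from the data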;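 note: 0% = p47phox with labelled peptide and 100% = labelled peptide alone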
Hck-Nef inh = inhibitors of Nef-activated human Hck kinase, primary screen, biochemical, Z-Lyte FRET, 384-well, Hck-YEEI | 220,000 tested, 0.68% active | inhibition, % at 20 µM | Recombinant Hck-YEEI plus Nef, Z-Lyte FRET kinase assay | Tyrosine-protein kinase HCK (Homo sapiens), P08631;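 active = Hck-Nef kinase inhibition above about 50%, limit read from the data; inactive = inhibition below that limit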;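 note: 0% = DMSO with Hck plus Nef and 100% = Hck alone without Nef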
14-3-3 Bad inh = inhibitors of 14-3-3 zeta/Bad binding, primary screen, biochemical, TR-FRET, bovine 14-3-3 zeta; 220,000 tested, 0.71% active; TR-FRET 14-3-3zeta/Dy647-pBad peptide displacement, 1 h; inhibition, % at 21.7 µM;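 active = inhibition above about 70%, limit read from the data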;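 note: 0% = full 14-3-3 plus peptide FRET controls and 100% = background without 14-3-3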
Target sequence (P63103 whole entry, looked up): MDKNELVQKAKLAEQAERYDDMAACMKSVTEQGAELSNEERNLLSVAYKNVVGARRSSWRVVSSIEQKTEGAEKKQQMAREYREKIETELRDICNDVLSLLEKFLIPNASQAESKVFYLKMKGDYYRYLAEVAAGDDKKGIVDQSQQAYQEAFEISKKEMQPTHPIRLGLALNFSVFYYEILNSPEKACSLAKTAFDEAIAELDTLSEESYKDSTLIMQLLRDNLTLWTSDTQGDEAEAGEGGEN
Runt-SMMHC FRET = inhibitors of RUNX1 Runt–CBFb-SMMHC binding, primary screen, biochemical, FRET, Cerulean-Runt, Venus-CBFb-SMMHC, uHTS | Cerulean-Runt/Venus-CBFb-SMMHC FRET ratio 530/480, 1 h | inhibition, % at 20 µM | 220,000 tested, 0.74% active | AID 1434, 2008;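 active = mean inhibition across duplicate retests at 20 µM reaching about 50%, limit read from the data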;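 note: 0% = DMSO wells and 100% = wells with excess untagged CBFb-SMMHC; inhibitors lower the FRET ratio by blocking Runt binding to CBFb-SMMHC; some results filed as inactive read as strong as hits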
* = called active by the depositor; [ ] = dose if it differs, or a comment.

What do the screens show for `CCC1CCCCN1C(=S)Nc1ccc(OC(F)F)cc1` (stereo not given)?
Tb hexokinase: -1.2; zVAD death inh: 0.1; Runt-CBFb FRET: 2.1; EBV gp42 block: -16.2; Mdm2 ligase inh: -4.2; p47phox inh: -15.3; Hck-Nef inh: -0.9; 14-3-3 Bad inh: -4.2; Runt-SMMHC FRET: -0.6

What do the screens show for `Cc1ccc(C)n1-c1ccc(N(C)C)cc1`?
Tb hexokinase: -3.4; zVAD death inh: 3.9; Runt-CBFb FRET: 0.6; EBV gp42 block: -20.5; Mdm2 ligase inh: -31.5; p47phox inh: -3.4; Hck-Nef inh: 36.1; 14-3-3 Bad inh: -7.0; Runt-SMMHC FRET: -1.4

Results for O=C(CC1C(=O)NCCN1CC1CCCCC1)NCc1ccc(F)cc1F (stereo not given) ?
Tb hexokinase: 7.5; zVAD death inh: -0.8; Runt-CBFb FRET: -3.7; EBV gp42 block: 0.1; p47phox inh: -2.1; Hck-Nef inh: -9.1; 14-3-3 Bad inh: -5.0; Runt-SMMHC FRET: -3.0

What do the screens show for `CC(=O)Nc1nnc(CSCc2ccc(F)cc2)s1`?
Tb hexokinase: -6.0; zVAD death inh: 1.2; Runt-CBFb FRET: -1.4; EBV gp42 block: -2.4; Mdm2 ligase inh: -1.7; p47phox inh: -4.9; Hck-Nef inh: 9.0; 14-3-3 Bad inh: -4.2; Runt-SMMHC FRET: -3.2

How did CCCCCCn1c(O)c(/C=C2\C=NN=C2c2ccccc2)sc1=S do in these assays?
Tb hexokinase: -13.6; zVAD death inh: 1.1; Runt-CBFb FRET: -0.1; EBV gp42 block: -0.7; Mdm2 ligase inh: -12.1; p47phox inh: -13.3; Hck-Nef inh: 0.8; 14-3-3 Bad inh: 10.9; Runt-SMMHC FRET: 0.2

How did COc1ccc(N(CC(=O)N/N=C/c2cc3ccc(OC)cc3nc2Cl)S(=O)(=O)c2ccccc2)cc1 do in these assays?
Tb hexokinase: -15.2; zVAD death inh: 0.2; Runt-CBFb FRET: -3.0; EBV gp42 block: -102.5; Mdm2 ligase inh: -20.6; p47phox inh: -65.9; Hck-Nef inh: 6.4; 14-3-3 Bad inh: -2.6; Runt-SMMHC FRET: 6.8

How did CCC(C(=O)N1CCN(c2ccccc2OC)CC1)c1ccccc1 (stereo not given) do in these assays?
Tb hexokinase: -0.9; zVAD death inh: 0.2; Runt-CBFb FRET: -0.1; EBV gp42 block: -8.5; Mdm2 ligase inh: -13.3; p47phox inh: -5.0; Hck-Nef inh: 4.7; 14-3-3 Bad inh: -3.2; Runt-SMMHC FRET: 3.6

What do the screens show for `O=C(O)c1cccc(C(=O)c2cccc(C(=O)O)c2)c1`?
Tb hexokinase: -2.1; zVAD death inh: 1.1; Runt-CBFb FRET: 2.3; EBV gp42 block: -17.5; Mdm2 ligase inh: -18.6; p47phox inh: 2.1; Hck-Nef inh: 13.7; 14-3-3 Bad inh: 8.9; Runt-SMMHC FRET: 6.2

Results for C=C(C)C(=O)O[C@H]1C/C(C)=C\C(=O)/C=C(\C)[C@H](O)[C@@H]2OC(=O)C(=C)[C@@H]21 ?
Tb hexokinase: -3.5; zVAD death inh: 70.4; Runt-CBFb FRET: 5.7; EBV gp42 block: -13.3; Mdm2 ligase inh: 20.5; p47phox inh: -0.5; Hck-Nef inh: 10.4; 14-3-3 Bad inh: -1.9; Runt-SMMHC FRET: -3.0

How did Cc1ccc(CCNC(=O)C2CCCN(S(=O)(=O)c3cnc[nH]3)C2)cc1 (stereo not given) do in these assays?
Tb hexokinase: 7.2; zVAD death inh: 0.3; Runt-CBFb FRET: -0.7; EBV gp42 block: -6.9; Mdm2 ligase inh: -1.1; p47phox inh: -22.6; Hck-Nef inh: 13.6; 14-3-3 Bad inh: 6.1; Runt-SMMHC FRET: 0.8

What do the screens show for `Cc1nccn1CCC(=O)Nc1ccc(Cl)cc1`?
Tb hexokinase: 1.3; zVAD death inh: 0.1; Runt-CBFb FRET: 0.2; EBV gp42 block: -4.1; Mdm2 ligase inh: -7.5; p47phox inh: -1.7; Hck-Nef inh: -13.1; 14-3-3 Bad inh: -2.4; Runt-SMMHC FRET: -2.4

What do the screens show for `Cc1cccc2c1CC(C)(C)N=C2C1=C(O)CC(C)(C)CC1=O`?
Tb hexokinase: -8.8; zVAD death inh: 0.3; Runt-CBFb FRET: 0.1; EBV gp42 block: -15.2; Mdm2 ligase inh: -4.4; p47phox inh: -18.0; Hck-Nef inh: 0.8; 14-3-3 Bad inh: 4.1; Runt-SMMHC FRET: -2.3

How did O=C1c2ccccc2C(=O)N1c1n[nH]c(CCc2ccccc2)n1 do in these assays?
Tb hexokinase: -3.8; zVAD death inh: -0.1; Runt-CBFb FRET: -1.5; EBV gp42 block: -4.2; Mdm2 ligase inh: -18.8; p47phox inh: 1.4; Hck-Nef inh: 6.3; 14-3-3 Bad inh: 8.1; Runt-SMMHC FRET: -3.9

How did CCc1ccccc1NC(=S)N1CCC(NC(=O)c2ccc(OC)cc2)CC1 do in these assays?
Tb hexokinase: 7.0; zVAD death inh: 0.8; Runt-CBFb FRET: -4.4; EBV gp42 block: -5.7; Mdm2 ligase inh: -10.5; p47phox inh: -9.0; Hck-Nef inh: 13.6; 14-3-3 Bad inh: -8.6; Runt-SMMHC FRET: 3.2

Results for Cc1nc2sc3c(c2c(=N)n1N)CCCC3 ?
Tb hexokinase: -1.3; zVAD death inh: 0.2; Runt-CBFb FRET: 1.0; EBV gp42 block: -12.7; Mdm2 ligase inh: -3.2; p47phox inh: -13.3; Hck-Nef inh: -7.3; 14-3-3 Bad inh: 2.6; Runt-SMMHC FRET: -7.3

How did Cn1c(SCc2ccccc2Cl)nc(C(F)(F)F)cc1=O do in these assays?
Tb hexokinase: -1.6; zVAD death inh: -0.5; Runt-CBFb FRET: -5.1; EBV gp42 block: -8.8; Mdm2 ligase inh: -5.6; p47phox inh: -2.1; Hck-Nef inh: 0.6; 14-3-3 Bad inh: 10.7; Runt-SMMHC FRET: -0.8

What do the screens show for `COc1ccc2c3c(c(=O)oc2c1OCC(=O)C(C)(C)C)CCCC3`?
Tb hexokinase: -6.9; zVAD death inh: -0.4; Runt-CBFb FRET: -2.6; EBV gp42 block: -6.4; Mdm2 ligase inh: -15.0; p47phox inh: -6.8; Hck-Nef inh: 7.8; 14-3-3 Bad inh: -2.8; Runt-SMMHC FRET: 2.8

Results for CCCc1[nH]c(=O)c(C#N)c2c1CCCC2 ?
Tb hexokinase: -23.1; zVAD death inh: 0.4; Runt-CBFb FRET: 1.4; EBV gp42 block: -11.4; Mdm2 ligase inh: -8.9; p47phox inh: -6.5; Hck-Nef inh: -4.0; 14-3-3 Bad inh: 2.7; Runt-SMMHC FRET: -0.3

How did C/C(=C\C(=O)Nc1cscc1C)C(=O)O do in these assays?
Tb hexokinase: 14.8; zVAD death inh: 0.3; Runt-CBFb FRET: 0.3; EBV gp42 block: -9.7; Mdm2 ligase inh: -16.4; p47phox inh: -1.8; Hck-Nef inh: 1.4; 14-3-3 Bad inh: 0.8; Runt-SMMHC FRET: -0.9

What do the screens show for `CN1CCN(C(=O)C2CCN(S(=O)(=O)c3cnc[nH]3)CC2)CC1`?
Tb hexokinase: -1.2; zVAD death inh: 3.2; Runt-CBFb FRET: -0.2; EBV gp42 block: -23.3; Mdm2 ligase inh: -9.0; p47phox inh: -1.6; Hck-Nef inh: -3.7; 14-3-3 Bad inh: 7.5; Runt-SMMHC FRET: -0.5

What do the screens show for `COc1ccc(C(=O)NCc2nnc(SCC(=O)N3CCOCC3)o2)cc1`?
Tb hexokinase: 9.4; zVAD death inh: 1.0; Runt-CBFb FRET: 2.9; EBV gp42 block: 1.9; Mdm2 ligase inh: -9.8; p47phox inh: 9.6; Hck-Nef inh: 19.1; 14-3-3 Bad inh: 3.8; Runt-SMMHC FRET: -1.4

How did O=Cc1cccc(Oc2ccc([N+](=O)[O-])cc2[N+](=O)[O-])c1 do in these assays?
Tb hexokinase: -6.1; zVAD death inh: -0.4; Runt-CBFb FRET: 0.5; EBV gp42 block: -9.1; Mdm2 ligase inh: 0.3; p47phox inh: -2.7; Hck-Nef inh: 19.6; 14-3-3 Bad inh: -1.1; Runt-SMMHC FRET: -0.4

What do the screens show for `Nc1nc(CSC(=S)N2CCN(c3ccccc3)CC2)nc(Nc2ccc(F)cc2)n1`?
Tb hexokinase: -1.2; zVAD death inh: 2.6; Runt-CBFb FRET: -2.7; EBV gp42 block: 0.3; Mdm2 ligase inh: 1.9; p47phox inh: -15.5; Hck-Nef inh: 1.8; 14-3-3 Bad inh: -22.6; Runt-SMMHC FRET: 0.9

What do the screens show for `O=C(CCc1ccccn1)NC1CCCc2c1cnn2-c1ccc(F)cc1F` (stereo not given)?
Tb hexokinase: -0.7; zVAD death inh: 0.8; Runt-CBFb FRET: 0.9; EBV gp42 block: -12.5; Mdm2 ligase inh: 0.9; p47phox inh: -14.0; Hck-Nef inh: 19.3; 14-3-3 Bad inh: -2.3; Runt-SMMHC FRET: 4.1

How did C[n+]1cccc(C2C(C#N)=C(N)Oc3c2ccc2ccccc32)c1 (stereo not given) do in these assays?
Tb hexokinase: -8.3; zVAD death inh: 0.1; Runt-CBFb FRET: -47.3; EBV gp42 block: 14.9; Mdm2 ligase inh: -20.2; p47phox inh: -17.5; Hck-Nef inh: 12.6; 14-3-3 Bad inh: 6.7; Runt-SMMHC FRET: -60.5

Results for O=C1N=C(N2CCCC2)S/C1=C\C=C\c1ccccc1 ?
Tb hexokinase: -33.6; zVAD death inh: 0.3; Runt-CBFb FRET: 0.8; EBV gp42 block: 6.0; Mdm2 ligase inh: -50.1; p47phox inh: -20.1; Hck-Nef inh: 3.5; 14-3-3 Bad inh: 1.8; Runt-SMMHC FRET: -4.4

How did COc1ccc(Br)cc1CN(C)CC(=O)Nc1c(Cl)cccc1Cl do in these assays?
Tb hexokinase: -2.3; zVAD death inh: 2.4; Runt-CBFb FRET: -3.2; EBV gp42 block: -3.6; Mdm2 ligase inh: -8.8; p47phox inh: -8.5; Hck-Nef inh: 0.4; 14-3-3 Bad inh: 1.3[fluorescence artefact?]; Runt-SMMHC FRET: 0.3
